Screens: PubChem, National Center for Advancing Translational Sciences (NCATS)
ERG-DNA inh – inhibitors of human ERG Ets domain-DNA interaction | P11308 | AID 624246 | 370,000 tested, 0.028% active | fluorescence polarization, His-ERG Ets domain / labelled DNA | Potency, µM (series often up to 76.9 µM), for the others: top-dose FP activity, negative = inhibition, most hits filed as inhibitors; active means well fitted inhibition curve with a large enough effect in the polarisation, with a control signal flat; inconclusive means small, poorly fitted or top-dose-only effect, or effect the other way, or a change in a side signal; inactive means no such curve, though single readings can be large or run the other way; the % refers to the polarisation;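 further: polarization taken with two DNA probes labelled with fluorescein and Texas red; potency means the concentration at half of the fitted maximal effect; % of control where 0% means no effect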
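His-tagged ERG Ets domain (1 uM in the protein solution; 300mM KCl, 50mM Tris-HCl, 1mM EDTA, 1mM DTT, pH 7.5) received compound, then a probe mix of 5 nM fluorescein-DNA and 100nM Texas-615-DNA. Fluorescence polarization was read for both dyes.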
Pol eta inh – blocks human DNA polymerase eta activity. Q9Y253. recombinant Pol eta, fluorescent DNA replication assay. Potency, µM (titrated, usually from 114 µM), inactives show at the top dose activity change, negative = inhibition, hits mostly inhibitors. 390,000 tested, 1.2% active; further: potency means the concentration at half of the fitted maximal effect; on the % scale 0 is the no-effect control and ±100 the full control effect
Target sequence (Q9Y253 whole entry, looked up): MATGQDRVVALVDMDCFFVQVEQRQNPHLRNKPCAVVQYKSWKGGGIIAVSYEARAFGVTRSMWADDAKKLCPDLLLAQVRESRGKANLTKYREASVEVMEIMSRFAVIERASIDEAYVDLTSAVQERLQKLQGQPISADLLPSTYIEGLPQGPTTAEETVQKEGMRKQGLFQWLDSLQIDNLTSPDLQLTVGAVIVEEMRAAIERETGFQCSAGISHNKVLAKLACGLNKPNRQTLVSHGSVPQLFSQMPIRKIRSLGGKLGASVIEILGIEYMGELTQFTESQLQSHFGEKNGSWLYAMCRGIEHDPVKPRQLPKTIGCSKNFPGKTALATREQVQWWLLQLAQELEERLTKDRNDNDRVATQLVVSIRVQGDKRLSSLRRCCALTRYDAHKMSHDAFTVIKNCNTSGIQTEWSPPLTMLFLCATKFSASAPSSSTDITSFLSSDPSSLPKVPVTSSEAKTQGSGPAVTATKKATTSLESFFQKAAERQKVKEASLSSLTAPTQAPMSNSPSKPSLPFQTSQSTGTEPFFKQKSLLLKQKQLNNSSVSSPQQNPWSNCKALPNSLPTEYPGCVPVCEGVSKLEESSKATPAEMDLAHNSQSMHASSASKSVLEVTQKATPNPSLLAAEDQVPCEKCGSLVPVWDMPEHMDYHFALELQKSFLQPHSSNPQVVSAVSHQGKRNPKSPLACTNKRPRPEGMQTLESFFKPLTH
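Pol eta (10 nM) was preincubated with compounds for 15 min at room temperature, after which fluorescent replication substrate (50 nM final) was added to start the reaction. Fluorescence was read kinetically at 0 and 10 min.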
LDHA inh – inhibitors of human lactate dehydrogenase A. 480,000 tested, 0.15% active. AID 1347041. P00338. activity change, % (values are at about 110 or 230 µM). purified LDHA, NADH/diaphorase-resazurin fluorescence; stronger effect = lower value; in the data active means activity change below about -30%; inconclusive means mostly about -25% to -30%;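 further: plate controls were DMSO wells for no effect and wells without enzyme for full effect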
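Human LDH5 at 2 nM final in Tris HCl pH 7.4 with 0.06 mM NADH and 0.2 mM pyruvate, reacted 5 minutes at room temperature. Remaining NADH coupled via diaphorase/resazurin; resorufin fluorescence read at 0 and 20 minutes, normalized to enzyme-free and DMSO wells.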
Anesthetic bind – binds horse apoferritin like a general anesthetic | P02791 | apoferritin/1-aminoanthracene competitive binding, fluorescence | Potency, µM (doses to about 77.5 µM), for the others: at the highest dose activity change, negative = displacement, hits mostly inhibitors | 350,000 tested, 0.074% active; further: potency means the concentration at half of the fitted maximal effect; on the % scale 0 is the no-effect control and ±100 the full control effect; nearly all actives have a fitted effect of over 20% in size
Target sequence (P02791 2-175 limits assumed): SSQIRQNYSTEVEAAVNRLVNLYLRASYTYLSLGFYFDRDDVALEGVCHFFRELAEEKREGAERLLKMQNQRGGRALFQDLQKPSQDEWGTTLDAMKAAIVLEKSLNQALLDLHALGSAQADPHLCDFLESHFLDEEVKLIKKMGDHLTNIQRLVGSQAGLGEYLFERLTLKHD
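Probe: 1-aminoanthracene (50% saturated, PBS). Protein: horse-spleen apoferritin, 10 uM. Incubation: 10 min, room temperature. Detection: 380 nm excitation, 535 nm emission. Analysis: normalized response, four-parameter Hill.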
Pol kappa inh – blocks human DNA polymerase kappa activity | Potency, µM (highest dose often 107 µM), inactives show at the top dose activity, negative = inhibition, usual class: inhibitors | purified Pol kappa, fluorescent DNA synthesis assay, 10 min | 400,000 tested, 0.53% active; further: potency means the concentration at half of the fitted maximal effect; on the % scale 0 is the no-effect control and ±100 the full control effect
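Here, compound and 10 nM enzyme are combined for 15 min at room temperature; adding 50 nM substrate (final) starts DNA synthesis, tracked by fluorescence at 0 and 10 min against buffer-only wells.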
12-LOX inh – ALOX12 (human) lipoxygenase inhibition; P18054; purified 12hLO, xylenol orange hydroperoxide absorbance; Potency, µM (titrated, usually from 108 µM), for the others: at the top dose activity change, negative = inhibition, actives largely listed as inhibitors; 580,000 tested, 1.1% active; AID 1671190; further: potency means the concentration at half of the fitted maximal effect; on the % scale 0 is the no-effect control and ±100 the full control effect
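Purified human 12hLO at 150 nM in 25 mM Hepes, 0.01% Triton X-100, pH 7.0, preincubated 15 min at room temperature with compound. Reaction started with 40 uM arachidonic acid, 30 min at room temperature. Hydroperoxide measured by Fe-xylenol orange, 573/405 nm absorbance ratio.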
RGS4 inh – human RGS4 inhibition; P49798; Transcreener GDP fluorescence polarization, RGS4-accelerated GTP hydrolysis; Potency, µM (doses to about 114 µM), without a hit: at the highest dose activity change, negative = inhibition, actives largely listed as inhibitors; 390,000 tested, 0.039% active; further: potency means the concentration at half of the fitted maximal effect; on the % scale 0 is the no-effect control and ±100 the full control effect; nearly all actives have a fitted effect of over 75% in size; some results filed as inactive show a strong effect at the top dose
Target sequence (P49798 whole entry, looked up): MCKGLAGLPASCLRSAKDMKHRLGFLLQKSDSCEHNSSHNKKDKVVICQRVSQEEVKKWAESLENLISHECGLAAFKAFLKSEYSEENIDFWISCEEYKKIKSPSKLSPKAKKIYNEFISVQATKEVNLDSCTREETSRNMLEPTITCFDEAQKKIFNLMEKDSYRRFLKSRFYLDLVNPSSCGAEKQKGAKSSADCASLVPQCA
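MLSMR compounds (23 nl, pin-transferred) preincubated 10 min at room temperature with a 500nM (2x) first reagent, then RGS4 at 900nM (2x) plus Transcreener GDP mix added; fluorescence polarization (620/688 nm) read before and after 90 min at 30 °C.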
POLB inh – DNA polymerase beta (human) inhibition. 340,000 tested, 1.3% active. Potency, µM (series often up to 114 µM), for the others: top-dose activity change, negative = inhibition, actives largely listed as inhibitors. P06746. AID 485314. Pol beta primer extension/strand displacement, fluorescence kinetic; further: potency means the concentration at half of the fitted maximal effect; on the % scale 0 is the no-effect control and ±100 the full control effect
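Human Pol beta at 10 nM; strand-displacement substrate 50 nM final. Compound exposure 15 min at room temperature before start, reaction 10 min at room temperature.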
APEX1 inh – inhibitors of human APE1 endonuclease; 350,000 tested, 0.35% active; recombinant APE1, TAMRA/BHQ-2 abasic DNA cleavage fluorescence; Potency, µM (doses to about 65.8 µM), for the others: at the top dose activity change, negative = inhibition, hits mostly inhibitors; P27695; AID 2517;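 further: potency means the concentration at half of the fitted maximal effect; plate controls were vehicle for no effect and reference inhibitor for full effect; nearly all actives have a fitted effect of over 55% in size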
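Enzyme (0.75 nM final) and test compound are incubated 15 min at room temperature before adding 50 nM quenched THF abasic-site duplex. Cleavage dequenches TAMRA, followed at 525/598 nm over three reads one minute apart.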
Active calls of the source: *; ? = inconclusive; . = not tested or not shown; & = joins results of further samples; [ ] = another dose, or the depositor's remark. Unless noted, the call rests on the fitted dose curve; in most records, active means well fitted curve in the direction sought with a large enough effect; inconclusive means small, poorly fitted or top-dose-only effect, or another doubt; inactive means no such curve, though single readings can be large; an effect the other way counts as inactive or inconclusive. Only part of the results is shown; the hit share may differ from the screen's.

no. | SMILES | ERG-DNA inh | Pol eta inh | LDHA inh | Anesthetic bind | Pol kappa inh | 12-LOX inh | RGS4 inh | POLB inh | APEX1 inh
1 | COC(=O)[C@]1(C)N[C@H](CN(C)C(=O)Nc2ccc(OC)cc2)[C@@H]2C(=O)N(C)C(=O)[C@@H]21 | 6% | -8% | 2 | . | 14% | ? | 3% | . | 2%
2 | CN1CCN(CCC(=O)Nc2ccc(Cl)cc2)CC1 | 2% | -15% | -6 | 2% | -1% | ? | -9% | 14% | .
3 | Cc1c(C(=O)OC(C)C(C)C[N+](C)(C)C)oc2ccccc12 (stereo not given) | -3% | -4% | ? | -6% | -7% | -6% | -18% | 1% | 10%
4 | Cc1cccc(C)c1Nc1c(-c2ccc(N3CCOCC3)cc2)nc2cnccn12 | 12% | -8% | -1 | 3% | -5% | -19% | -9% | -2% | -2%
5 | O=C(CC1SC(=O)N(c2ccccc2)C1=O)Nc1ccc(Cl)cc1 (stereo not given) | 4% | 5% | -12 | -9% | -19% | ? | ? | -12% | 0%
6 | Cc1nn(-c2nc(-c3ccccc3)cc(C(F)(F)F)n2)c(C)c1Cl | 3% | -27% | 6 | ? | -18% | -17% | -7% | ? | .
7 | CCS(=O)(=O)N1CCN(Cc2ccncc2)CC1 | . | 2% | -21 | -10% | -3% | ? | -24% | 8% | -1%
8 | COC(=O)c1cc(NS(=O)(=O)c2ccc(N3CCCCC3)c([N+](=O)[O-])c2)cc(C(=O)OC)c1 | 3% | -14% | -2 | ? | 5% | . | ? | 36% | -12%
9 | O=C(COC(=O)c1ccc(=O)[nH]c1)Nc1cccc(S(=O)(=O)N2CCOCC2)c1 | 4% | 8% | -14 | -11% | -6% | -2% | 16% | 14% | 11%
10 | CCOC(=O)c1c(NC(=O)C2C3CCC(O3)C2C(=O)O)sc2c1CCC(CC)C2 (stereo not given) | 3% | -1% | -11 | -8% | -23% | ? | 13% | -1% | 2%
11 | Cc1ccc(C2(C)NC(=O)N(CC(=O)Nc3ccccc3N3CCCC3)C2=O)cc1 (stereo not given) | 4% | -14% | 1 | . | -7% | . | 6% | . | 35%
12 | CC(=O)c1c(C)[nH]c(C(=O)Nc2nc(-c3ccc(Cl)cc3)cs2)c1C | 5% | -8% | -5 | 3% | -18% | ? | 2% | -6% | -5%
13 | O=C(C(=O)N(Cc1ccccc1)Cc1ccccc1)c1c(-c2ccccc2)[nH]c2ccccc12 | 2% | -20% | -4 | . | -16% | ? | -7% | . | .
14 | CC1CCCC(NC(=O)CN2CCN(S(=O)(=O)c3cccs3)CC2)C1C (stereo not given) | -7% | -22% | 1 | . | -1% | 233%[activator] | -3% | . | -2%
15 | O=C1[C@H](Cc2ccccc2)NCCCC[C@@H](c2ccc(Cl)cc2)N1Cc1ccccc1 | -4% | -10% | 1 | . | 1%&-16% | 2% | -14% | . | .
16 | O=C(CSc1nnc(-c2cccs2)o1)NCC1CN(Cc2ccccc2)CCO1 (stereo not given) | -4% | -13% | 4 | -19% | -14% | -10% | 17% | 4% | 5%
17 | COC(=O)c1c(NC(=O)C(C)(C)C)sc2c1C(C(=O)OC)CC2 (stereo not given) | 2% | -7% | -4 | -11% | -18% | 0% | -26% | 42% | 4%
18 | COc1ccc(NS(=O)(=O)c2cc(NC(=O)/C=C/c3ccccc3OC)ccc2N2CCCCC2)cc1 | 6% | -5% | -2 | -16% | -5% | -11% | 16% | -1% | 1%
19 | CCCSc1ncc(Cl)c(C(=O)Nc2c(C(=O)Nc3ccccc3)oc3ccccc23)n1 | 0% | . | -3 | 107%[activator] | -14% | 0% | -11% | -11% | .
20 | c1ccc(-c2[nH]ncc2-c2ccnc3ccccc23)nc1 | . | . | . | -4% | 8%[60.1 µM] | 11% | . | . | -2%
21 | CC[C@@H]1C/C=C\Cc2ccccc2[C@@H](C(=O)C[C@@H](O)CC(C)=O)OC1=O | -6% | -17% | -6 | . | -6% | 6% | -3% | . | 5%
22 | O=C(NCc1ccccc1)c1ccc(S(=O)(=O)NCc2ccco2)cc1 | -8% | -16% | -4 | -15% | -5% | 8% | -1% | 27% | 8%
23 | CCOC(=O)C1CCCN(S(=O)(=O)c2cccc3nsnc23)C1 (stereo not given) | 3% | -21% | 2 | -10% | -1% | -20% | -11% | 31% | 25%
24 | Cc1cccc(NC(=O)CSc2nnnn2C)n1 | 2% | -6% | -3 | -10% | -7% | -24% | 10% | 3% | -4%
25 | O=C(COc1ccccc1)N/N=C/c1ccc(O[C@@H]2O[C@H](CO)[C@@H](O)[C@H](O)[C@H]2O)cc1 | 0% | -15% | -5 | -13% | 3% | -12% | -1% | 45% | 12%

In the list so far, these contain a halogen.
no. | SMILES | ERG-DNA inh | Pol eta inh | LDHA inh | Anesthetic bind | Pol kappa inh | 12-LOX inh | RGS4 inh | POLB inh | APEX1 inh
2 | CN1CCN(CCC(=O)Nc2ccc(Cl)cc2)CC1 | 2% | -15% | -6 | 2% | -1% | ? | -9% | 14% | .
5 | O=C(CC1SC(=O)N(c2ccccc2)C1=O)Nc1ccc(Cl)cc1 (stereo not given) | 4% | 5% | -12 | -9% | -19% | ? | ? | -12% | 0%
6 | Cc1nn(-c2nc(-c3ccccc3)cc(C(F)(F)F)n2)c(C)c1Cl | 3% | -27% | 6 | ? | -18% | -17% | -7% | ? | .
12 | CC(=O)c1c(C)[nH]c(C(=O)Nc2nc(-c3ccc(Cl)cc3)cs2)c1C | 5% | -8% | -5 | 3% | -18% | ? | 2% | -6% | -5%
15 | O=C1[C@H](Cc2ccccc2)NCCCC[C@@H](c2ccc(Cl)cc2)N1Cc1ccccc1 | -4% | -10% | 1 | . | 1%&-16% | 2% | -14% | . | .
19 | CCCSc1ncc(Cl)c(C(=O)Nc2c(C(=O)Nc3ccccc3)oc3ccccc23)n1 | 0% | . | -3 | 107%[activator] | -14% | 0% | -11% | -11% | .

Complete entries, quoted from the list:
Entry for `COC(=O)c1c(NC(=O)C(C)(C)C)sc2c1C(C(=O)OC)CC2` (stereo not given) = ERG-DNA inh = 2%; Pol eta inh = -7%; LDHA inh = -4; Anesthetic bind = -11%; Pol kappa inh = -18%; 12-LOX inh = 0%; RGS4 inh = -26%; POLB inh = 42%; APEX1 inh = 4%
Entry for `O=C1[C@H](Cc2ccccc2)NCCCC[C@@H](c2ccc(Cl)cc2)N1Cc1ccccc1` = ERG-DNA inh = -4%; Pol eta inh = -10%; LDHA inh = 1; Anesthetic bind = .; Pol kappa inh = 1%&-16%; 12-LOX inh = 2%; RGS4 inh = -14%; POLB inh = .; APEX1 inh = .

The list goes on:
no. | SMILES | ERG-DNA inh | Pol eta inh | LDHA inh | Anesthetic bind | Pol kappa inh | 12-LOX inh | RGS4 inh | POLB inh | APEX1 inh
26 | Cc1ccsc1CNn1cnnc1SCc1ccccc1F | 3% | -12% | -11 | -19% | -11% | -10% | 40% | 0% | -2%
27 | CC(=O)Nc1ccc(NC(=O)CSc2nnc3ccc(-c4ccccn4)nn23)cc1 | -3% | 1% | -11 | . | -2% | 4% | -23% | . | -4%
28 | CC(=O)Nc1ccc(/C=C/C(=O)c2ccc3c(c2)OCCO3)cc1 | 4% | -22% | -6 | 0% | -17% | -2% | -40% | 16% | 12%
29 | Cn1c2ccccc2c2nnc(SC3CCOC3=O)nc21 (stereo not given) | -3% | 10% | -1 | -7% | 1% | -8% | -19% | 28% | 7%
30 | CC(C)(O)C#Cc1ccc(CN2CCN(C3CCCC3)C(CCO)C2)cc1 (stereo not given) | 14% | -13% | 3 | -7% | 11% | 8% | -15% | 13% | 24%
31 | COc1ccc(-c2cc(C(F)(F)F)n3nc(C(=O)N4CCCCC4)cc3n2)cc1OC | 5% | -6% | -6 | -15% | 1% | 2% | 5% | 0% | 2%
32 | O=C(CC(=O)OCc1ccccc1)OCc1ccccc1 | 1% | -17% | -2 | . | -2% | -7% | -6% | . | .
33 | O=C(CSc1nnc(CNC(=O)c2c(F)cccc2Cl)o1)NCc1ccc(F)cc1 | -3% | -18% | -2 | -9% | 12% | 18% | 10% | -1% | 66%[activator]
34 | CC(=O)c1cccc(NC(=O)C(C)OC(=O)CN2C(=O)NC(C)(C)C2=O)c1 (stereo not given) | -4% | 1% | -1 | . | -9% | 201%[activator] | 8% | . | 33%[activator]
35 | O=C1NC(=Nc2ccccc2)SC1(CO)CO | 5% | 4% | -7 | -13% | -5% | -16% | -18% | -3% | 29%
36 | Cc1ccc(S(=O)(=O)N2CCC(=O)N(C(COCc3ccc(Cl)cc3)C(C)C)CC2)cc1 (stereo not given) | -2% | -19% | 1 | -8% | -11% | ? | 17% | -1% | ?
37 | CCCS(=O)(=O)N1CCC(C(=O)N2CCOCC2)CC1 | -1% | -13% | -1 | -3% | 3% | 0% | 33% | 10% | -5%
38 | O=c1cc(NCC2CCCO2)[nH]c(=O)n1-c1ccc(Cl)cc1 (stereo not given) | . | -3% | 0 | -11% | -17% | -9% | 17% | 41% | -1%
39 | NS(=O)(=O)c1ccc(CCNCC(=O)NCc2ccccc2Cl)cc1 | -4% | -3% | -9 | -2% | 11% | ? | 4% | 2% | 2%
40 | CC(C)NC(=O)c1noc2cc([N+](=O)[O-])ccc12 | 4% | 3% | -1 | -14% | -2% | -2% | 30% | 2% | -1%
41 | Cc1nc(NC(=O)c2ccc(Br)o2)sc1C | -11% | -9% | -3 | -12% | -8% | -3% | -30% | 2% | -2%
